EphB4 antag: EphB4-ephrin-B2 interaction antagonists, primary screen, biochemical, TNYL-RAW peptide probe, fluorescence polarization; inhibition, % at 7 µM; AID 720, 2007; Ephrin type-B receptor 4 (Homo sapiens), P54760; EphB4 LBD / TNYL-RAW-Alexa532 peptide; 97,000 compounds, 0.15% hits;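 active = inhibition above the screen-wide mean inhibition plus 3 SD, cut at about 15% in these data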;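 also: 0% = DMSO wells and 100% = excess unlabeled TNYL-RAW peptide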
F-actin modifier: modifiers of F-actin cytoskeleton organization, primary screen, imaging, HUVEC, phalloidin staining, high-content imaging. HUVEC TNFa F-actin phalloidin imaging. inhibition, % at 2 µM. 91,000 compounds, 0.18% hits;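 active = inhibition above the batch mean plus 3 SD and confirmed as a hit by visual image inspection, cut at about 30% in these data, passing the limit was not always enough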; also: strong numbers were not always called active
PLK1 inh: human PLK1 kinase inhibitors, primary screen, biochemical, TR-FRET; recombinant PLK1 kinase, TR-FRET peptide phosphorylation; AID 619, 2007; inhibition, % at 10 µM; 97,000 compounds, 0.53% hits;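 active = inhibition of 50% or more in the single-concentration screen; inactive = inhibition below 50%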;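 also: 0% = DMSO max control and 100% = H-89 dihydrochloride min control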
Plk1 PBD FP: Plk1 polo box domain binding inhibitors, primary screen, biochemical, fluorescence polarization. inhibition, %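 (tested at about 20 µM)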. Plk1 PBD phosphopeptide binding. 97,000 compounds, 0.13% hits. Serine/threonine-protein kinase PLK1 (Homo sapiens), P53350; in the data active = inhibition above about 34%, passing the limit was not always enough
FAK inh: FAK kinase inhibitors, primary screen, biochemical; Focal adhesion kinase 1 (Homo sapiens), Q05397; biochemical FAK kinase activity assay; inhibition, %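 (tested at 7 µM)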; 97,000 compounds, 0.84% hits; AID 727, 2007; in the data active = inhibition above about 19%;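 also: 0% = DMSO and 100% = reference compound high control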
PTPN22 act: LYP phosphatase activators, primary screen, biochemical, DiFMUP fluorescence, 2 µM; Tyrosine-protein phosphatase non-receptor type 22 (Homo sapiens), Q9Y2R2; recombinant LYP; 0 = plate median, 100 = signal doubled; activation, % at 2 µM; 96,000 compounds, 0.11% hits;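 active = activation at 2 µM above a set limit, the mean plus 5 SD, cut at about 37% in these data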
Target sequence (Q9Y2R2 whole entry, looked up): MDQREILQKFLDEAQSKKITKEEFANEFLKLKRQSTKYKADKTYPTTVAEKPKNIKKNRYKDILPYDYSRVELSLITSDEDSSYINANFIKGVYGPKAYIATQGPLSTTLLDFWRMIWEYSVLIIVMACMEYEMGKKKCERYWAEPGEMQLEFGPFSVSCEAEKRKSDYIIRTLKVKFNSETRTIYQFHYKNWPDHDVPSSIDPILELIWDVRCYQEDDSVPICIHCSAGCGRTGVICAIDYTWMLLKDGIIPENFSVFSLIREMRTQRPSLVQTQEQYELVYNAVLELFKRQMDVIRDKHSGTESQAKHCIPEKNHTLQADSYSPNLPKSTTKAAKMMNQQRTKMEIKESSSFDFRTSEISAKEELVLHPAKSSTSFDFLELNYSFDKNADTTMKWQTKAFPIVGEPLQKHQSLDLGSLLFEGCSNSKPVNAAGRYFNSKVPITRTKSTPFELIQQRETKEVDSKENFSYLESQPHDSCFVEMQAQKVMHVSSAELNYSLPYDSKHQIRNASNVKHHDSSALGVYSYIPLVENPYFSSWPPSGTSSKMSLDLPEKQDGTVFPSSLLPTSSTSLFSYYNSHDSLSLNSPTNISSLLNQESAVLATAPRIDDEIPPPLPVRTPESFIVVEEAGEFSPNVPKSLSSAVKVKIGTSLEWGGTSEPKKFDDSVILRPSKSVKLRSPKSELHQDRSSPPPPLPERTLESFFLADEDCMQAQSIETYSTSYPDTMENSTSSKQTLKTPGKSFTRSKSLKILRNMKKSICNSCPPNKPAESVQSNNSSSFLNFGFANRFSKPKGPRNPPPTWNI
LYP inh 2: PTPN22 phosphatase inhibitors, primary screen, biochemical, DiFMUP fluorescence, 2 µM. recombinant LYP catalytic domain. inhibition, % at 2 µM. 96,000 compounds, 0.21% hits;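 active = inhibition at 2 µM at or above a set limit, the screen mean plus 3 SD, cut at about 24% in these data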;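 also: 0% = DMSO with enzyme and 100% = enzyme fully blocked by orthovanadate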
PTK2B oligo ant: antagonists of Pyk2 self-association, primary screen, Q293 cells, FERM NanoBiT luminescence, HTS | Protein-tyrosine kinase 2-beta (Homo sapiens), Q14289 | hits give low values | z-score (the deposit names both 25 µM and 10 µM) | 99,000 compounds, 0.83% hits;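 active = Z-score of -3 or lower, scaled per plate to the spread of control and sample wells; inactive = z-score above -3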;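 also: negative z-score means lost luminescence so less FERM oligomerization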
Rev-RRE block: HIV-1 Rev-RRE binding inhibitors, primary screen, biochemical, FRET, protein-RNA interaction | AID 704, 2007 | P05866 | 97,000 compounds, 0.79% hits | Rev peptide-RRE RNA binding | inhibition, % at 8 µM;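 active = inhibition above the screen-wide mean plus 3 SD, cut at about 35% in these data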;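 also: 0% = median DMSO wells and 100% = median Neomycin B control wells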
Target sequence (P05866 whole entry, looked up): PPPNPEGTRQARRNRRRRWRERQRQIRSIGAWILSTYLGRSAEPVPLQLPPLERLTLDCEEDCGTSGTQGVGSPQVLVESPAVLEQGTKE
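Material: labelled RRE RNA duplex and labelled Rev peptide / Buffer or medium: HEPES pH 7.5 salt buffer with EDTA / Compound dosing: single point, 8 µM final nominal compound concentration / Benchmarks: DMSO low control, neomycin B high control / Timing: 5 min preincubation and 15 min binding, 25 °C / Technique: FRET fluorescence readout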
* marks the source's active call; other numbers are inactive results; . = not tested or not shown. Rows are unselected; overall some 3.5% were active at least once.

EphB4 antag,F-actin modifier,PLK1 inh,Plk1 PBD FP,FAK inh,PTPN22 act,LYP inh 2,PTK2B oligo ant,Rev-RRE block,canonical_smiles
4,.,-1,-16,-3,-1,0,0.84,9,Brc1ccc(OCCn2ccnc2)cc1
-8,2,-6,-17,0,2,-1,-0.23,12,Cc1ccc(N2CCN(C(=O)c3ccccc3Br)CC2)c(C)c1
4,-4,-13,9,-1,0,-3,.,3,CC1(C)CC(=O)C2=C(C1)N(c1ccc(F)cc1)C(=O)CC2c1ccsc1 (stereo not given)
-6,-20,-2,21,-7,-4,7,-3.5*,5,C#CCn1c(S(=O)(=O)Cc2ccccc2Cl)nc(-c2ccccc2)c1-c1ccccc1
6,-2,-3,0,10,1,3,-3.2*,14,COc1ccc(/C=N/NC(=O)c2ccn[nH]2)cc1COc1ccc(F)cc1
0,4,-10,-39,1,-12,17,-0.87,-2,Fc1cccc(Cn2cc(C(=S)N3CCCCC3)c3ccccc32)c1
3,25,-3,11,6,0,-1,0.11,12,CCN1CCc2c(C#N)c(N3CCCCC3)nc(N3CCOCC3)c2C1
2,3,-12,-13,-1,-9,10,0.01,9,Cn1c(SCC(=O)Nc2ccc3cn[nH]c3c2)nnc1-c1cccs1

3 structures from above, ordered by molecular weight, low to high.
EphB4 antag,F-actin modifier,PLK1 inh,Plk1 PBD FP,FAK inh,PTPN22 act,LYP inh 2,PTK2B oligo ant,Rev-RRE block,canonical_smiles
2,3,-12,-13,-1,-9,10,0.01,9,Cn1c(SCC(=O)Nc2ccc3cn[nH]c3c2)nnc1-c1cccs1
-8,2,-6,-17,0,2,-1,-0.23,12,Cc1ccc(N2CCN(C(=O)c3ccccc3Br)CC2)c(C)c1
-6,-20,-2,21,-7,-4,7,-3.5*,5,C#CCn1c(S(=O)(=O)Cc2ccccc2Cl)nc(-c2ccccc2)c1-c1ccccc1

Next section.
EphB4 antag,F-actin modifier,PLK1 inh,Plk1 PBD FP,FAK inh,PTPN22 act,LYP inh 2,PTK2B oligo ant,Rev-RRE block,canonical_smiles
0,10,2,1,-2,-1,-2,1.2,4,O=C(CCN1C(=O)C2C3C=CC(C3)C2C1=O)Nc1ccc2c(c1)OCO2 (stereo not given)
-6,0,-6,3,-1,7,-6,0.02,3,COc1cc(S(=O)(=O)n2nnc3ccccc32)c(OC)cc1Cl
-9,2,3,3,6,-4,3,0.05,4,Cc1cc(NC(=O)Cn2nnc3sc4c(c3c2=O)CCC(C(C)(C)C)C4)no1 (stereo not given)
-2,1,1,4,-2,38*,-41,0.3,5,CCCCC(=O)NCCNC(=O)c1cc(OCC(F)(F)F)ccc1OCC(F)(F)F
1,-17,-6,11,0,-18,15,0.01,-1,CCOc1cccc(C(=O)N(Cc2ccc(F)cc2)C2CCS(=O)(=O)C2)c1 (stereo not given)
-8,-20,3,-8,2,-2,1,.,2,O=C1CCc2cc(S(=O)(=O)N3CCCC3C(=O)N3CCN(c4ccccc4)CC3)ccc2N1 (stereo not given)
1,12,-5,-6,-1,-2,0,0.26,6,C=CCNc1nc(C)nc(OC)n1
-3,-24,-5,16,-1,-7,6,0.16,7,COc1ccc(NC(=O)/C(Cl)=C(/Cl)S(=O)(=O)Cc2ccc(C)cc2)cn1

Complete entries, looked up by structure. Order of screens: EphB4 antag, F-actin modifier, PLK1 inh, Plk1 PBD FP, FAK inh, PTPN22 act, LYP inh 2, PTK2B oligo ant, Rev-RRE block
Shown for `C#CCn1c(S(=O)(=O)Cc2ccccc2Cl)nc(-c2ccccc2)c1-c1ccccc1` : -6, -20, -2, 21, -7, -4, 7, -3.5*, 5
Shown for `Fc1cccc(Cn2cc(C(=S)N3CCCCC3)c3ccccc32)c1` : 0, 4, -10, -39, 1, -12, 17, -0.87, -2
Shown for `COc1cc(S(=O)(=O)n2nnc3ccccc32)c(OC)cc1Cl` : -6, 0, -6, 3, -1, 7, -6, 0.02, 3

Other compounds.
EphB4 antag,F-actin modifier,PLK1 inh,Plk1 PBD FP,FAK inh,PTPN22 act,LYP inh 2,PTK2B oligo ant,Rev-RRE block,canonical_smiles
6,0,-12,3,2,0,2,0.84,2,CC(c1ccccc1)N1CC(C(=O)NC2CCCC2)CC1=O (stereo not given)
2,14,-10,-22,1,6,-6,0.04,10,COC(=O)CNS(=O)(=O)c1ccc(C)cc1
4,4,-5,40,1,-2,6,-0.17,2,O=C(NC1CCCC1)C(c1ccsc1)N(C(=O)Cc1cccs1)c1cccc(F)c1 (stereo not given)
9,14,-8,2,-1,-7,6,1.1,9,COC(=O)c1[nH]c(C)c(/C(O)=C2\C(=O)C(=O)N(CCN3CCOCC3)C2c2cccnc2)c1C (stereo not given)
4,.,-3,4,3,6,-3,0.59,-1,Cc1ccc(Cn2ccc(NC(=O)c3noc4c3CCc3ccccc3-4)n2)cc1
-10,-18,-11,14,-1,10,-14,-0.05,2,CCN(c1ccccc1)S(=O)(=O)c1ccc(F)cc1C
8,28,-4,20,1,8,-11,-0.14,6,Cn1c(=O)c2c(nc(N3CCOCC3)n2CCCNC2=NCCC2)n(C)c1=O
9,-18,-8,-8,-1,-6,6,0.35,5,CCOC(=O)c1c(C)n(CCO)c2ccc(O)cc12

EphB4 antag,F-actin modifier,PLK1 inh,Plk1 PBD FP,FAK inh,PTPN22 act,LYP inh 2,PTK2B oligo ant,Rev-RRE block,canonical_smiles
8,4,-2,3,0,-5,6,0.01,8,CN=C(Nc1cc(C)nn1-c1ccccc1)c1ccccc1F
-3,13,-3,16,0,1,0,0.12,-1,COc1ccccc1CNC(=O)c1ccc(OCc2c(C)noc2C)c(OC)c1
-3,-16,-5,-17,-10,2,-4,.,0,Cc1ccccc1-n1nc2c(c1NC(=O)c1cc3ccccc3oc1=O)CS(=O)(=O)C2
-1,24,-5,14,-3,-4,4,-0.1,-1,Cc1ccc(OCCSc2nnc(NC(=O)c3ccco3)s2)cc1
-2,5,-3,-13,-2,1,-1,0.32,7,NC(=O)CSc1nnc(COc2ccccc2)n1CCc1ccccc1
-2,-88,-5,-8,2,8,-7,-0.17,3,COc1ccccc1-n1c(SCC(=O)N2CCOCC2)nc(O)c(Cc2ccccc2)c1=O
-2,4,-4,8,-1,17,-23,-0.08,0,CCOCc1nnc(NC(=O)c2ccco2)s1
-3,-6,-17,-16,-4,16,-12,-0.68,-4,CCOc1ccc(N(C(C)C(=O)NC(C)CC)S(C)(=O)=O)cc1 (stereo not given)

EphB4 antag,F-actin modifier,PLK1 inh,Plk1 PBD FP,FAK inh,PTPN22 act,LYP inh 2,PTK2B oligo ant,Rev-RRE block,canonical_smiles
3,-15,-11,-3,0,10,-9,-0.57,8,O=C(c1cnn2c(C(F)F)cc(C3CC3)nc12)N1CCOCC1
-12,10,4,1,-4,8,-3,0.91,1,CCOC(=O)Nc1ccc(S(=O)(=O)Nc2cc(C)on2)cc1
2,.,-3,15,1,-16,18,-1.6,2,O=C(c1cccs1)c1coc2ccc(O)c(CN(CCO)CCO)c12
4,-2,-13,6,6,-1,0,0.17,8,COc1cc2[nH]c(=S)nc(NCC3CCCO3)c2cc1OC (stereo not given)
-8,-6,-9,4,-1,4,-6,0.63,6,N=c1sccn1CC(=O)Nc1ccc2c(c1)CCC2
10,-6,-7,-1,-1,6,-5,0.45,6,Cc1c(C(=O)NCc2ccccc2)cnn1-c1ccccc1
0,3,-4,-6,-1,6,-5,0.7,2,c1ccc(COc2ccc(OCCOCCn3cncn3)cc2)cc1
-1,8,-11,18,-1,16,-20,-0.31,9,CCNC(=O)Cn1c(=O)c2c(ncn2Cc2ccccc2)n(Cc2ccccc2)c1=O

EphB4 antag,F-actin modifier,PLK1 inh,Plk1 PBD FP,FAK inh,PTPN22 act,LYP inh 2,PTK2B oligo ant,Rev-RRE block,canonical_smiles
-2,-8,-20,14,-2,-10,7,1.4,4,Cc1ccc(-c2n[nH]c(=O)c3ccccc23)cc1S(=O)(=O)NCCO
7,-4,-2,22,-3,11,-15,.,5,COc1ccc2c(c1)c1nc(SCC(C)C)n(CCO)c(=O)c1n2C
2,7,0,-5,1,20,-18,-0.26,9,CCOC(=O)c1nnn(-c2nonc2N)c1-c1ccc(C)cc1
-9,-8,-13,19,2,-3,1,-0.63,0,Cn1c(=O)c2c(nc(CN3CCN(c4ccccc4)CC3)n2Cc2ccccc2Cl)n(C)c1=O
2,8,-18,19,11,3,0,-0.76,5,CSc1nc(-c2ccccc2)c(-c2ccccc2)[nH]1
8,2,-16,6,-1,7,-4,-0.26,4,CCOC(=O)CN(C(=O)CSc1nnc(CNc2ccc(F)cc2)n1C)c1ccccc1
-3,-2,-14,17,4,4,-6,0.36,8,COc1cc2c(C#N)c(N3CCOCC3)nc(N)c2c(N)n1
2,-2,-11,36,2,14,-17,0.04,0,N#Cc1c(N)nc2c(c1-c1ccncc1)CCCCCC2

EphB4 antag,F-actin modifier,PLK1 inh,Plk1 PBD FP,FAK inh,PTPN22 act,LYP inh 2,PTK2B oligo ant,Rev-RRE block,canonical_smiles
2,14,1,-10,-3,-13,11,-0.25,11,O=C(O)C1CC=CCC1C(=O)N1CCCC1 (stereo not given)
-1,-9,-20,20,1,-3,-1,.,6,O=C(NCCN1CCOCC1)C1CCN(c2ncnc3c2sc2cccc(F)c23)CC1
4,18,-2,-18,-2,0,-2,-0.78,-3,Cc1ccc(CSC2=CS(=O)(=O)c3ccccc3N2)cc1
-1,-2,-14,1,7,-1,3,-1.2,6,COCCN1C(=O)c2oc3cc(C)c(C)cc3c(=O)c2C1c1ccc(O)cc1 (stereo not given)
-14,-6,-9,-10,-1,13,-10,0.14,1,CCC(C)[C@H](NC(=O)N1CCCC1)C(=O)O (stereo not given in full)
-1,-1,0,-4,-4,-5,7,-1.4,6,COc1ccc(S(=O)(=O)Nc2nc3ccccc3s2)cc1
-7,-5,-6,-3,2,8,-10,0.09,3,CCOc1nc(CC)nc(NC(=O)NS(=O)(=O)c2ccccc2Cl)n1
-9,-26,-11,7,-1,2,-1,-0.89,3,CCN(c1ccccc1)S(=O)(=O)c1ccc(NC(=S)NC(=O)c2ccc(Br)o2)cc1

EphB4 antag,F-actin modifier,PLK1 inh,Plk1 PBD FP,FAK inh,PTPN22 act,LYP inh 2,PTK2B oligo ant,Rev-RRE block,canonical_smiles
2,-4,-10,10,1,2,1,.,10,Cc1cc(C)n2cc(CSc3nnc(SCc4cn5c(C)cc(C)nc5n4)s3)nc2n1
0,-17,2,-21,-4,7,-8,-0.1,-4,Cc1cc(C)c2[nH]c(=O)c(CN(CC3CCCO3)C(=O)c3cnccn3)cc2c1 (stereo not given)
-3,-13,-13,-27,2,1,0,.,8,CC(=O)Nc1cccc(NC(=O)CSc2nnnn2C)c1
-2,-8,-5,24,-2,-4,3,0.42,4,CCOC(=O)c1cc2cc(CC(=O)c3ccc(OCC)cc3O)ccc2o1
-5,2,-10,-12,0,-14,14,0.22,4,N#Cc1cnn(Cc2ccccc2)c1/N=C/N1CCOCC1

Assay outcomes (PubChem)
